Assay outcomes (PubChem BioAssay)
BoNT-A LC inh2 = blocks Botulinum neurotoxin A light chain protease. inhibition, % at 10 µM. AID 588499. multiplex microsphere protease substrate cleavage, flow cytometry. hit rate 0.17% among 360,000; further: plate controls were buffer without enzyme for full effect and enzyme alone for no effect
TcdB inh = TcdB glycohydrolase inhibition; TcdB glycohydrolase enzymatic assay, plate reader; P18177; hit rate 0.24% among 350,000; inhibition, % at 9.99 µM; AID 652162; in the data active means inhibition above about 10%
VHR inh abs = DUSP3 (human) phosphatase inhibition | P51452 | recombinant VHR phosphatase, pNPP absorbance | inhibition, % at 13.3 µM | hit rate 0.52% among 290,000; in the data active means inhibition above about 50%; further: some compounds called inactive have numbers as strong as hits
Target sequence (P51452 whole entry, looked up): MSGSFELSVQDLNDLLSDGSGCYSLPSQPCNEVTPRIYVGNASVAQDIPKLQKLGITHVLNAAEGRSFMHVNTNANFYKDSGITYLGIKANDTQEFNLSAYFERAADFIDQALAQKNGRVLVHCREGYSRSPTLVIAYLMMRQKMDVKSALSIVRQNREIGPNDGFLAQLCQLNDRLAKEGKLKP
SARS 3CLpro inh = SARS-CoV 3CLpro protease inhibition | P0C6X7 | recombinant SARS-CoV 3CLpro, quenched FRET peptide cleavage | inhibition, % at 6 µM | hit rate 0.14% among 290,000; in the data active means inhibition above about 12%
BH1578 lux ind = quorum light induction in luxS cqsA deficient V. cholerae | V. cholerae BH1578 lux reporter, luminescence, 6 h | activation, % at 18.7 µM | hit rate 0.16% among 350,000 | AID 588436; in the data active means activation mostly above about 9.7%, no sharp cut-off; inconclusive means no clear call, values can overlap the other calls; inactive means mostly below about 3.7%; further: not every result past the cut was called active; inactives centre near 0; reference of the scale not given here
PfHsp40 yeast = compounds rescuing yeast from Plasmodium falciparum HSP40 toxicity; S. cerevisiae expressing PfHsp40, growth rescue, ATP luminescence; growth rescue, % at 12.5 µM; hit rate 0.68% among 340,000; in the data active means growth rescue above about 28%, passing the limit was not always enough; inconclusive means no clear call, values can overlap the other calls;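 further: yeast W303a lacking pdr1 and pdr3 grown in galactose medium; growth measured after three days at 30 °C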
Anthrax LF inh2 = anthrax lethal factor protease inhibition; P15917; multiplex microsphere protease cleavage assay, LF; inhibition, % at 10 µM; hit rate 0.12% among 360,000; AID 588501; further: plate controls were buffer without enzyme for full effect and enzyme alone for no effect
Target sequence (P15917 whole entry, looked up): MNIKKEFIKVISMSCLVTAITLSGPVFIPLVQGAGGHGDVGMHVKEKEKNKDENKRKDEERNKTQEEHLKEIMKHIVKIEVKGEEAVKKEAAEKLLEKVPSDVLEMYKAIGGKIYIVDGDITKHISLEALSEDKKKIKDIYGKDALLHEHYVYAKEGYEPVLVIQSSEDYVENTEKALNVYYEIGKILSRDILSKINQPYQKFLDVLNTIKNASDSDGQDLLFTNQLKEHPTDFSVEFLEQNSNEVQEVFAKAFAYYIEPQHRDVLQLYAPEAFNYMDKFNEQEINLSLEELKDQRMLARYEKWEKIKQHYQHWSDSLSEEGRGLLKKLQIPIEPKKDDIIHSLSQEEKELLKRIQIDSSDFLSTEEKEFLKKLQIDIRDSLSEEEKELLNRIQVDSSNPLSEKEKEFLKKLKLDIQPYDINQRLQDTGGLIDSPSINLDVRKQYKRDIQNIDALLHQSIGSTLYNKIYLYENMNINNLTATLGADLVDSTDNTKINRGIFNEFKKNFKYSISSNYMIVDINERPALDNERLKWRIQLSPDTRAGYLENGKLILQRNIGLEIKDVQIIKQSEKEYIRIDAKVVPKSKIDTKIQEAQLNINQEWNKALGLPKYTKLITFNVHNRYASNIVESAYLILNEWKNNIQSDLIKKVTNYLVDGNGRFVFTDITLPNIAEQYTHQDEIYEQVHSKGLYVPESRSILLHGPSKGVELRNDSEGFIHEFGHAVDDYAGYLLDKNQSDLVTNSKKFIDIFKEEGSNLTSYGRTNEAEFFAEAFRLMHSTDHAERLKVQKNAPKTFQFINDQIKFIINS
Y pestis TopoI = blocks Yersinia pestis topoisomerase I activity; AID 504884; hit rate 0.064% among 360,000; Y. pestis Topo-I cleavage product accumulation, plate reader; activity, % at 10 µM; in the data active means activity above about 50%, passing the limit was not always enough; inconclusive means no clear call, values can overlap the other calls; further: inactives centre near 2
SSB-PriA inh = K. pneumoniae PriA-SSBct interaction inhibition; AlphaScreen SSBct-PriA binding, biotinylated peptide; inhibition, % at 33 µM; hit rate 0.6% among 430,000; in the data active means inhibition mostly above about 37%, no sharp cut-off; inactive means mostly below about 20%;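 further: plate controls were negative control peptide for no effect and reference peptide for full effect; strong numbers were not always called active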
CCHFV vOTU inh = CCHFV vOTU protease inhibition; inhibition, % at 11.5 µM; hit rate 0.55% among 370,000; Pep-AMC fluorescence; in the data active means inhibition above about 30%; further: 0% = vehicle wells with enzyme and 100% = no enzyme wells
* = called active by the depositor; & = joins results of further samples. Unless noted, no stated cut-off is given here; in the data, active means inhibition above about 30%; inconclusive means no clear call, values can overlap the other calls; inactive means below that. The list is partial, so the mix of outcomes need not match the whole.

Results for CCNC(=S)Nc1ccc(-c2nc3ccccc3[nH]2)cc1 ?
BoNT-A LC inh2: -0.9; TcdB inh: 1.6; VHR inh abs: 25; SARS 3CLpro inh: 0; BH1578 lux ind: -0.3; PfHsp40 yeast: 0.2; Anthrax LF inh2: -8; Y pestis TopoI: -11; SSB-PriA inh: 3; CCHFV vOTU inh: 3

Results for CC(C)Oc1ccc(C(=O)Nc2ncn[nH]2)cc1 ?
BoNT-A LC inh2: -7.3; TcdB inh: -0.2; VHR inh abs: 18; SARS 3CLpro inh: 3; BH1578 lux ind: inactive; PfHsp40 yeast: -1.5; Anthrax LF inh2: 9; Y pestis TopoI: -3; SSB-PriA inh: -6; CCHFV vOTU inh: -13

What do the screens show for `CCCN(CC(=O)Nc1ccccc1C)C(=O)c1ccc(N2CCCC(C)C2)c([N+](=O)[O-])c1` (stereo unspecified)?
BoNT-A LC inh2: -0.8; TcdB inh: 0.8; BH1578 lux ind: -0.3; PfHsp40 yeast: 5.2; Anthrax LF inh2: -3; Y pestis TopoI: 1; SSB-PriA inh: 14; CCHFV vOTU inh: 5

Results for CC(C)CN(C(=O)COC(=O)CNC(=O)c1ccccc1)c1c(N)n(Cc2ccccc2)c(=O)[nH]c1=O ?
BoNT-A LC inh2: -3.8; TcdB inh: -4.2; BH1578 lux ind: 3.8; PfHsp40 yeast: 0.9; Anthrax LF inh2: -6; Y pestis TopoI: -1; SSB-PriA inh: 2; CCHFV vOTU inh: 9

What do the screens show for `COc1cccc(-c2ccc(NC(=O)C3CCCN(Cc4ccco4)C3)cc2)c1` (stereo unspecified)?
BoNT-A LC inh2: 1.0; TcdB inh: 2.3; VHR inh abs: 26; SARS 3CLpro inh: -2; BH1578 lux ind: inactive; PfHsp40 yeast: 0.2; Anthrax LF inh2: 0; Y pestis TopoI: 14; SSB-PriA inh: 10; CCHFV vOTU inh: 14

What do the screens show for `O=C(C[n+]1ccccc1)N/N=C/c1ccc(Cl)cc1`?
TcdB inh: -0.9; BH1578 lux ind: -1.4; PfHsp40 yeast: -0.9; Y pestis TopoI: 6; CCHFV vOTU inh: -8

How did O=C(CNC(=O)/C(=C\c1ccccc1)NC(=O)c1ccc(Br)cc1)OCc1ccccc1 do in these assays?
BoNT-A LC inh2: 0.9; VHR inh abs: -4; SARS 3CLpro inh: 6; BH1578 lux ind: -2.2; PfHsp40 yeast: 1.2; Anthrax LF inh2: -3; Y pestis TopoI: 35; SSB-PriA inh: 4; CCHFV vOTU inh: 1

What do the screens show for `CCCCN(C=O)c1c(CC)nc2ccc(C(=O)NCc3ccccc3OC)cn12`?
BoNT-A LC inh2: 0.1; TcdB inh: 0.5; BH1578 lux ind: -0.4; Anthrax LF inh2: 0; Y pestis TopoI: -5; CCHFV vOTU inh: -2

Results for O=C1N(c2ccccc2)CCN1c1ccccc1 ?
BoNT-A LC inh2: 3.4; TcdB inh: -0.1; VHR inh abs: 6; SARS 3CLpro inh: 6; BH1578 lux ind: -0.2; PfHsp40 yeast: -0.7; Anthrax LF inh2: -10; Y pestis TopoI: -16; SSB-PriA inh: -2; CCHFV vOTU inh: -3

What do the screens show for `Brc1ccccc1OCCCN1CCCCCC1`?
BoNT-A LC inh2: 2.3; TcdB inh: 0.8; VHR inh abs: 4; SARS 3CLpro inh: 0; BH1578 lux ind: inactive; PfHsp40 yeast: -0.2; Anthrax LF inh2: -1; Y pestis TopoI: 1; SSB-PriA inh: 1; CCHFV vOTU inh: -4

Results for CN(C)CCNc1oc(-c2cccc(Cl)c2)nc1C#N ?
BoNT-A LC inh2: -4.5; VHR inh abs: 51*; SARS 3CLpro inh: 0; BH1578 lux ind: inactive; PfHsp40 yeast: 0.4; Anthrax LF inh2: 1; Y pestis TopoI: -8; SSB-PriA inh: 3; CCHFV vOTU inh: -35

How did COC(c1ccccc1)c1nnc(CCC(=O)NCCc2ccc(Cl)cc2)o1 (stereo unspecified) do in these assays?
BoNT-A LC inh2: -1.4; TcdB inh: 1.2; VHR inh abs: 5; SARS 3CLpro inh: 3; BH1578 lux ind: 9.8; PfHsp40 yeast: 0.5; Anthrax LF inh2: -5; Y pestis TopoI: 5; SSB-PriA inh: -6; CCHFV vOTU inh: -9

How did O=S(=O)(NCCc1csc(-c2cccnc2)n1)c1cccc(F)c1 do in these assays?
BoNT-A LC inh2: 1.4; TcdB inh: 1.0; VHR inh abs: 14; SARS 3CLpro inh: 0; BH1578 lux ind: inactive; PfHsp40 yeast: 1.7; Anthrax LF inh2: -2; Y pestis TopoI: 11; SSB-PriA inh: -12; CCHFV vOTU inh: -4

Results for Cc1ccc2[nH]c(=O)c(C(c3nnnn3C3CCCC3)N(Cc3cccnc3)Cc3ccco3)cc2c1 (stereo unspecified) ?
BoNT-A LC inh2: -0.6; VHR inh abs: 18; SARS 3CLpro inh: -1; BH1578 lux ind: inactive; PfHsp40 yeast: -1.6; Anthrax LF inh2: -2; Y pestis TopoI: 10; SSB-PriA inh: -10; CCHFV vOTU inh: 14

How did CC(=O)c1ccc(NC(=O)c2ccc(N3C(=O)c4cccnc4C3=O)cc2)cc1 do in these assays?
BoNT-A LC inh2: -1.1; TcdB inh: 0.7; VHR inh abs: 8; SARS 3CLpro inh: -7; BH1578 lux ind: -1.0; PfHsp40 yeast: 0.5; Anthrax LF inh2: -2; Y pestis TopoI: -1; SSB-PriA inh: 8; CCHFV vOTU inh: -5

What do the screens show for `Cc1occc1-c1nnc(SCC(=O)Nc2ccccc2)n1Cc1ccccc1`?
BoNT-A LC inh2: -0.4; TcdB inh: 0.8; VHR inh abs: 4; SARS 3CLpro inh: 0; BH1578 lux ind: -17; PfHsp40 yeast: 1.4; Anthrax LF inh2: 0; Y pestis TopoI: 32; SSB-PriA inh: 2; CCHFV vOTU inh: 11

What do the screens show for `O=C(NC(=O)c1cc(OCC(F)(F)F)ccc1OCC(F)(F)F)Nc1ccccc1`?
BoNT-A LC inh2: -0.3; TcdB inh: 1.3; VHR inh abs: 6; SARS 3CLpro inh: -2; BH1578 lux ind: 0.9; PfHsp40 yeast: 1.7; Anthrax LF inh2: 4; Y pestis TopoI: 1; SSB-PriA inh: -17; CCHFV vOTU inh: 4

Results for O=C(NC(=S)NCC1CCCO1)c1ccc([N+](=O)[O-])cc1 (stereo unspecified) ?
BoNT-A LC inh2: -0.3; VHR inh abs: -6; SARS 3CLpro inh: -4; BH1578 lux ind: 0.0; PfHsp40 yeast: -0.9; Anthrax LF inh2: -2; Y pestis TopoI: -5; SSB-PriA inh: -5; CCHFV vOTU inh: -6

How did O=C(NNC(=S)Nc1ccccc1)c1ccc2ncccc2c1 do in these assays?
BoNT-A LC inh2: -0.5; TcdB inh: -0.2; VHR inh abs: 1; SARS 3CLpro inh: -1; BH1578 lux ind: inactive; PfHsp40 yeast: -1.4; Anthrax LF inh2: 0; Y pestis TopoI: -1; SSB-PriA inh: -8; CCHFV vOTU inh: 5

How did Nc1ncccc1C(=O)OCC(=O)N1CCN(S(=O)(=O)c2ccc(Cl)cc2)CC1 do in these assays?
BoNT-A LC inh2: 1.6; TcdB inh: -0.2; BH1578 lux ind: inactive; PfHsp40 yeast: -1.2; Anthrax LF inh2: 12; Y pestis TopoI: -1; SSB-PriA inh: -2; CCHFV vOTU inh: -50

Entries from the list above that contain a furan ring, fused or not, in the order listed:
What do the screens show for `COc1cccc(-c2ccc(NC(=O)C3CCCN(Cc4ccco4)C3)cc2)c1` (stereo unspecified)?
BoNT-A LC inh2: 1.0; TcdB inh: 2.3; VHR inh abs: 26; SARS 3CLpro inh: -2; BH1578 lux ind: inactive; PfHsp40 yeast: 0.2; Anthrax LF inh2: 0; Y pestis TopoI: 14; SSB-PriA inh: 10; CCHFV vOTU inh: 14

Results for Cc1ccc2[nH]c(=O)c(C(c3nnnn3C3CCCC3)N(Cc3cccnc3)Cc3ccco3)cc2c1 (stereo unspecified) ?
BoNT-A LC inh2: -0.6; VHR inh abs: 18; SARS 3CLpro inh: -1; BH1578 lux ind: inactive; PfHsp40 yeast: -1.6; Anthrax LF inh2: -2; Y pestis TopoI: 10; SSB-PriA inh: -10; CCHFV vOTU inh: 14

What do the screens show for `Cc1occc1-c1nnc(SCC(=O)Nc2ccccc2)n1Cc1ccccc1`?
BoNT-A LC inh2: -0.4; TcdB inh: 0.8; VHR inh abs: 4; SARS 3CLpro inh: 0; BH1578 lux ind: -17; PfHsp40 yeast: 1.4; Anthrax LF inh2: 0; Y pestis TopoI: 32; SSB-PriA inh: 2; CCHFV vOTU inh: 11

Going on with the list.
How did O=C(NCCc1ccccc1)c1ccc(OCCOc2ccccc2)cc1 do in these assays?
BoNT-A LC inh2: -0.3; VHR inh abs: 45; SARS 3CLpro inh: 7; BH1578 lux ind: -0.3; PfHsp40 yeast: 1.9; Anthrax LF inh2: -1; Y pestis TopoI: -5; SSB-PriA inh: -14

What do the screens show for `Cc1ccc(-c2nc3n(n2)Cc2ccccc2-3)cc1`?
BoNT-A LC inh2: 0.9; VHR inh abs: 18; SARS 3CLpro inh: -1; BH1578 lux ind: -6.9; PfHsp40 yeast: 1.1; Anthrax LF inh2: -2; Y pestis TopoI: 0; SSB-PriA inh: -3; CCHFV vOTU inh: -4

What do the screens show for `O=C(c1cc2ccccc2oc1=O)N1CCN(CCc2ccccc2)CC1`?
BoNT-A LC inh2: inconclusive; VHR inh abs: 16; SARS 3CLpro inh: 2; BH1578 lux ind: inactive; PfHsp40 yeast: 0.9; Anthrax LF inh2: -4; Y pestis TopoI: 16; SSB-PriA inh: 7; CCHFV vOTU inh: 1

Results for CC(C)(C)NC(=O)CSc1nnc(-c2ccco2)n1Cc1ccco1 ?
BoNT-A LC inh2: -1.1; VHR inh abs: 7; SARS 3CLpro inh: 4; BH1578 lux ind: inactive; PfHsp40 yeast: -1.7; Anthrax LF inh2: -4; Y pestis TopoI: -2; SSB-PriA inh: -8; CCHFV vOTU inh: 6

What do the screens show for `Cn1cnc([N+](=O)[O-])c1Sc1nc(N)nc2c1ncn2Cc1ccccc1`?
BoNT-A LC inh2: -0.2; TcdB inh: 1.2; BH1578 lux ind: -0.8; PfHsp40 yeast: -1.2; Anthrax LF inh2: 1; Y pestis TopoI: 11; SSB-PriA inh: -9; CCHFV vOTU inh: 8

What do the screens show for `CCCCN(C=O)c1c(CC)nc2ccc(C(=O)N(C)Cc3ccccc3)cn12`?
BoNT-A LC inh2: 0.1; TcdB inh: 1.5; BH1578 lux ind: -0.7; Anthrax LF inh2: -1; Y pestis TopoI: 1; CCHFV vOTU inh: 1

What do the screens show for `COc1ccc(NC(=O)CCC(=O)N/N=C/c2cn(C)nc2C)cc1`?
TcdB inh: 1.3; VHR inh abs: -4; SARS 3CLpro inh: 0; BH1578 lux ind: -0.7; PfHsp40 yeast: -0.5; Y pestis TopoI: 3; SSB-PriA inh: inactive; CCHFV vOTU inh: -9

Results for CC(C)(C)NC(=O)NCc1cccnc1 ?
BoNT-A LC inh2: -0.4; TcdB inh: 0.2; VHR inh abs: 0; SARS 3CLpro inh: 9; BH1578 lux ind: 0.1; PfHsp40 yeast: -0.3; Anthrax LF inh2: -5; Y pestis TopoI: 4; SSB-PriA inh: -3; CCHFV vOTU inh: 7

How did O=C(O)c1cccc(S(=O)(=O)N2CCN(Cc3ccc4c(c3)OCO4)CC2)c1 do in these assays?
BoNT-A LC inh2: -2.0; TcdB inh: -0.5; VHR inh abs: -10; SARS 3CLpro inh: -6; BH1578 lux ind: -0.4; PfHsp40 yeast: 0.2; Anthrax LF inh2: -2; Y pestis TopoI: 9; SSB-PriA inh: -3; CCHFV vOTU inh: -2

Results for CC(=O)N1CCN(c2ccc(OC[C@H]3CO[C@](Cn4ccnc4)(c4ccc(Cl)cc4Cl)O3)cc2)CC1 ?
BoNT-A LC inh2: 0.6; TcdB inh: -0.8; VHR inh abs: 3&9; SARS 3CLpro inh: 1&-3; BH1578 lux ind: 6.2; PfHsp40 yeast: 102*; Anthrax LF inh2: -10; Y pestis TopoI: 16; SSB-PriA inh: 92; CCHFV vOTU inh: -3
